Screens (PubChem BioAssay)
Mito fusion act: mitochondrial division inhibition or fusion activation | S. cerevisiae fusion-defective mutant growth rescue, CellTiterGlo 48 h | Potency, µM (series often up to 46.1 µM), for the others: top-dose growth rescue (activation), hits mostly activators | 320,000 compounds, 0.23% hits;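 further: potency means the concentration at half of the fitted maximal effect; % of control where 0% means no effect; nearly all actives have a fitted effect of over 45% in size; temperature-sensitive fusion mutants such as fzo1-1 at 37 °C on non-fermentable ethanol glycerol medium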
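Read-out: ATP-based luminescence (CellTiterGlo, 10 min ambient) reporting growth of fusion-defective ts yeast after 48 hours at 37C on glycerol/ethanol YPEG medium in the presence of compound.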
VP16 counter: inhibits Gal4-VP16 luciferase reporter, ROR gamma counter-screen. Drosophila S2 Gal4-VP16 UAS-luciferase, luminescence, 20 h. Potency, µM (doses to about 53.6 µM), without a hit: at the top dose activity, negative = inhibition, most hits filed as inhibitors. 310,000 compounds, 3.5% hits. AID 2546;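 further: Gal4-VP16 expression switched on by copper sulfate through the metallothionein promoter; potency means the concentration at half of the fitted maximal effect; on the % scale 0 is the no-effect control and ±100 the full control effect; nearly all actives have a fitted effect of over 50% in size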
PKM2 activator: activators of human pyruvate kinase M2; Potency, µM (highest dose often 57.5 µM), for the others: at the highest dose activation, usual class: activators; purified PKM2, Kinase-Glo ATP luminescence, activation; response scale: 0% is enzyme alone, no compound; P14618; 260,000 compounds, 0.34% hits; further: potency means the concentration at half of the fitted maximal effect; on the % scale 0 is the no-effect control and ±100 the full control effect; nearly all actives have a fitted effect of over 55% in size
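Kinase-Glo luminescence reports ATP generated from ADP (0.1 mM) and PEP (0.5 mM) by purified hPK-M2 after 1 h at room temperature, pH 7.2 imidazole buffer; intermediate enzyme activity allows detecting inhibitors and activators.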
ELG1 DNA repair: inhibitors of ELG1-dependent DNA repair in HEK293T cells; Potency, µM (titrated, usually from 46.1 µM), for inactives: top-dose activity change, negative = inhibition, hits mostly inhibitors; 330,000 compounds, 2.3% hits; HEK293T ELG1-luciferase reporter, luminescence, 16 h; DNA damage induced by 5-fluorouridine; AID 504467; further: potency means the concentration at half of the fitted maximal effect; on the % scale 0 is the no-effect control and ±100 the full control effect; nearly all actives have a fitted effect of over 55% in size
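5-Fluorouridine DNA damage + compound/DMSO, 2,000 cells/well, 16 h, 37 °C/5% CO2. ONE-Glo, 30 min RT, luminescence. Readout = decrease in reporter signal.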
RORg inh: ROR gamma (mouse) transcription inhibition; P51450; Drosophila S2 Gal4-RORgamma UAS-luciferase reporter, 20 h; Potency, µM (highest dose often 53.6 µM), inactives show at the top dose activity change, negative = inhibition, most hits filed as inhibitors; 310,000 compounds, 5.4% hits; AID 2551; further: potency means the concentration at half of the fitted maximal effect; on the % scale 0 is the no-effect control and ±100 the full control effect; nearly all actives have a fitted effect of over 60% in size
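Using a luciferase readout, inhibitors were identified by reduced reporter activity in Drosophila cells coexpressing a copper-inducible Gal4–ROR gamma fusion and UAS-driven Photinus luciferase, incubated 20 hr after 700 uM copper sulfate.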
MBNL1-CUG inh: MBNL1-poly(CUG) RNA binding inhibition. AID 2675. TR-FRET MBNL1-His/biotin-(CUG)12 binding, 665/545 ratio. 280,000 compounds, 0.036% hits. Q9NR56. Potency, µM (titrated, usually from 57.5 µM), inactives show top-dose activity change, negative = inhibition, actives largely listed as inhibitors; active means well fitted inhibition curve with a large enough effect in the signal ratio, with a control signal flat, not every such curve was filed as active; inconclusive means small, poorly fitted or top-dose-only effect, or effect the other way, or a change in a side signal; inactive means no such curve, though single readings can be large or run the other way; the % refers to the signal ratio; further: potency means the concentration at half of the fitted maximal effect; on the % scale 0 is the no-effect control and ±100 the full control effect
Target sequence (Q9NR56 whole entry, looked up): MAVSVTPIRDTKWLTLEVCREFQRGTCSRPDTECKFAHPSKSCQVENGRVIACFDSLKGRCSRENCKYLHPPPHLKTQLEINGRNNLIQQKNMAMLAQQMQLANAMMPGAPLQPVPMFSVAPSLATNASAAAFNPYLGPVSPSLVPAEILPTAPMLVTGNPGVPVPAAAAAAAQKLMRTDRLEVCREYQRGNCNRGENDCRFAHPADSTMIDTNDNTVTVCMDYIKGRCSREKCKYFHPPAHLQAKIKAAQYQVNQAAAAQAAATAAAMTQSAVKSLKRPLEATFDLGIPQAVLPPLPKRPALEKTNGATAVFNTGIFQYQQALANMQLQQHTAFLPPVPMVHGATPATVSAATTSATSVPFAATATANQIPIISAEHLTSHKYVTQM
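His-tagged MBNL1 binding to biotinylated (CUG)12 RNA was measured by TR-FRET using terbium anti-His antibody (0.055 ng/ul final) and streptavidin-XL665 (5 nM final). Compounds were titrated 92 nM to 58 uM; 60 min at room temperature.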
Menin-MLL TR inh: displaces Texas Red mutant MLL peptide from human menin. O00255. Menin + Texas Red MLL mutant peptide, fluorescence polarization. Potency, µM (top dose mostly 61.6 µM), for the others: at the top dose FP activity change, negative = inhibition, usual class: inhibitors. 270,000 compounds, 0.23% hits. AID 1768; active means well fitted inhibition curve with a large enough effect in the polarisation, with a control signal flat, not every such curve was filed as active; inconclusive means small, poorly fitted or top-dose-only effect, or effect the other way, or a change in a side signal; inactive means no such curve, though single readings can be large or run the other way; the % refers to the polarisation; further: potency means the concentration at half of the fitted maximal effect; % of control where 0% means no effect; many of its hits are not listed in these tables
Target sequence (O00255 whole entry, looked up): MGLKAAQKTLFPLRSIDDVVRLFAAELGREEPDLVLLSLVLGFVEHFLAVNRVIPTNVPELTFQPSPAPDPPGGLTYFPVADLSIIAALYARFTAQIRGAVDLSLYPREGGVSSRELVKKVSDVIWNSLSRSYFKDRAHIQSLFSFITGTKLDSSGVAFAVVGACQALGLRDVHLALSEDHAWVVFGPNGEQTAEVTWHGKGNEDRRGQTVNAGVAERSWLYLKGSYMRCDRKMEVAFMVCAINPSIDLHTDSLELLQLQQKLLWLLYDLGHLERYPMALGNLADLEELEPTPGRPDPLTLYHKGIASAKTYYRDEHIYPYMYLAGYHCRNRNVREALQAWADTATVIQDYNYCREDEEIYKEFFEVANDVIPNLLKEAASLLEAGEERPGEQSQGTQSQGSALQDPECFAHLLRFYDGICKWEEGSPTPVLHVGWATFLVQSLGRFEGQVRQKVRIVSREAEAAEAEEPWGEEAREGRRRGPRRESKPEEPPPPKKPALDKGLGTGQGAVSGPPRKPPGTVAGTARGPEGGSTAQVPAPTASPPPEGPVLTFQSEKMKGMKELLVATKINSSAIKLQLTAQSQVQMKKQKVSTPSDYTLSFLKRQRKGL
NPC1 prom act: activators of NPC1 promoter. Huh7 NPC1 promoter luciferase reporter, 24 h. Potency, µM (doses to about 9.22 µM), for inactives: at the highest dose activation, actives largely listed as activators. 320,000 compounds, 2.4% hits;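 further: potency means the concentration at half of the fitted maximal effect; % of control where 0% means no effect; nearly all actives have a fitted effect of over 60% in size; reporter is driven by a mutant NPC1 promoter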
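NPC1 promoter–luciferase Huh7 cells; 24 h compound; luminescence.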
FLuc counter: counter-screen for miR-21 project: firefly luciferase inhibitors or activators; purified FLuc, Km substrates, luminescence inhibition; Potency, µM (doses to about 57.5 µM), inactives show top-dose activity change, negative = inhibition, most hits filed as inhibitors; 360,000 compounds, 6.9% hits; AID 588342;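 further: potency means the concentration at half of the fitted maximal effect; plate controls were vehicle for no effect and reference inhibitor for full effect; nearly all actives have a fitted effect of over 55% in size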
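Purified P. pyralis luciferase (10nM final) with 10uM D-luciferin and 10uM ATP (Km levels) in 50mM Tris acetate pH 7.5, 10mM Mg acetate, 0.01% Tween-20, 0.05% BSA; qHTS 6-point titration, ~60 µM downward; luminescence read.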
KCNH2 3.1 inh: blocks the human KCNH2 3.1 channel isoform. U2OS KCNH2 3.1, thallium flux FluxOr; active compounds read low. activity change, % (tested at about 1.8 µM). 340,000 compounds, 0.95% hits. AID 720553;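 active means maximum activity change below -70%; inconclusive means maximum activity change from -70% to -50%; inactive means maximum activity change above -50%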;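 further: thallium influx rate constant from kinetic fluorescence after stimulation buffer; on the % scale 0 is the no-effect control and ±100 the full control effect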
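U2OS cells transduced with KCNH2 3.1 mutant virus (1.77 x 10^8 /mL, 4 h), plated overnight at 37 C, loaded 45 min with FluxOr dye plus Red40 quencher. Thallium flux rate constant from kinetic reads after stimulation buffer, normalised to controls.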
Rab9 prom act: Rab9 promoter activation; AID 485297; 320,000 compounds, 2.8% hits; Potency, µM (titrated, usually from 9.22 µM), for the others: top-dose activation, negative = inhibition, most hits filed as activators; Huh7 Rab9 promoter-luciferase reporter, luminescence, 24 h; further: potency means the concentration at half of the fitted maximal effect; % of control where 0% means no effect; nearly all actives have a fitted effect of over 60% in size
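Huh7 cells stably carrying a Rab9 promoter-luciferase reporter, 1500 cells per well in OP-MEM I with 10% FBS, treated with compound 24 hours at 37C. Luciferase activity read by luminescence after 10 minutes with Amplite reagent.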
* = called active by the depositor; ? = inconclusive; · = no result given; & = joins results of further samples; [ ] = remark or other dose. Unless noted, the call rests on the fitted dose curve; in most records, active means well fitted curve in the direction sought with a large enough effect; inconclusive means small, poorly fitted or top-dose-only effect, or another doubt; inactive means no such curve, though single readings can be large; an effect the other way counts as inactive or inconclusive.

SMILES	Mito fusion act	VP16 counter	PKM2 activator	ELG1 DNA repair	RORg inh	MBNL1-CUG inh	Menin-MLL TR inh	NPC1 prom act	FLuc counter	KCNH2 3.1 inh	Rab9 prom act
CN1CCN(c2nc(-c3ccc(Cl)cc3)cc(=O)[nH]2)CC1	-1%	-18%	1%[11.5 µM]	-5%	-21%	-3%	?	-4%	0%	2	-5%
N#Cc1ccc(C(CC(=O)O)N2Cc3ccccc3C2=O)cc1 (stereo not given)	-1%	-1%	·	-2%	10%	-3%	4%	-1%	0%	4	-7%
CN(C)c1nc(SCCOC(=O)COc2ccc(Cl)cc2Cl)nc(N(C)C)n1	-16%	-3%	2%	1%	13%	-2%	13%	-1%	2%	-7	-3%
Cc1ccc2cc(CCNC(=O)c3ccco3)c(=O)[nH]c2c1C	6%	-17%	-13%	?	33%	-13%	-12%	3.5µM*	4.3µM*	8	1.4µM*
O=C(Nc1nnc(-c2ccccc2)o1)Nc1ccc(F)cc1F	-3%	-4%	5%	7%	-6%	-2%	0%	0%	0%	22	1%
Cc1ccccc1C(=O)N1CCN(c2nc(N3CCOCC3)nc(N3CCOCC3)n2)CC1	-4%	-1%	-6%	-16%	11%	4%	-14%	-4%	2%	-4	-4%
O=C(Nc1ccc(Oc2ccccc2)cc1)N[C@@H](Cc1ccccc1)C(=O)O	5%	3%	·	12%	-10%	-5%	11%	0%	-5%	-8	0%
NC(=O)[C@@H]1CCCN1Cc1nc(Cc2cccc(C(F)(F)F)c2)no1	4%	-10%	-1%	1%	18%	-8%	-7%	-1%	0%	23	2%
O=[N+]([O-])c1ccc(/C=C/C2=NN(c3ccccc3)C(c3ccco3)C2)o1 (stereo not given)	5%	-3%	-6%	-3%	-11%	33%[activator]	?	0%	?	-73*	5%
CCC(C)(C(=O)NC1CCCCC1)N(Cc1ccco1)C(=O)c1ccccn1 (stereo not given)	-1%	-27%	-2%	-7%	-6%	0%	0%	1%	0%	2	-1%
COc1cccc(NC(=O)CN(C2=NC3CS(=O)(=O)CC3S2)c2cccc(C)c2)c1 (stereo not given)	-2%	-3%	?	6%	42%	-20%	2%	1%	4%	11	1%
Cn1nc(-c2ccccc2)c(C(O)c2ccc(Cl)cc2)c1Cl (stereo not given)	19%	3%	2%	-4%	?	-3%	-22%	-4%	4%	4	2%
O=C(Cn1cc([N+](=O)[O-])cn1)Nc1nc2ccccc2s1	-5%	19%	1%	29%	11%	4%	18%	2%	-3%	-18	-3%
N#Cc1nc(Cc2ccccc2)oc1N1CCN(c2cccc(Cl)c2)CC1	2%	-7%	0%	5%	?	-6%	-13%	-2%	0%	-10	-4%
c1cncc(-c2nc(NCc3ccco3)c3ccccc3n2)c1	12%	?	14%	?	?	-4%	-15%	-5%	-8%	-18	-6%
O=C1CN(C(=O)/C=C/c2ccc(Br)cc2)CCN1	-4%	22%	·	0%	-11%	?	26%	-1%	-3%	-7	8%
CCN(CC(=O)Nc1cc(Cl)ccc1C)C(=O)C1COc2ccccc2O1 (stereo not given)	24%	·	·	-3%	·	·	·	0%	-3%	-5	-4%
NCCCn1cnc2ccccc21	-4%	2%	3%	9%	8%	-4%	-11%	-5%	0%	-11	1%
O=C(Nc1nccs1)c1nc(-c2ccccc2)n(-c2ccccc2)n1	-6%	-15%	-2%	?	-29%	1%	6%	0%	-1%	1	-3%
CC(CCO)Nc1nc2c([nH]1)c(=O)n(C)c(=O)n2C (stereo not given)	-6%	-2%	-9%	4%	5%	-2%	11%	2%	0%	-4	3%
COc1cc(C)c(CNc2ccc(OC)c(OC)c2)cc1C	-2%	-10%	-2%	?	-13%	13%	-19%	-2%	-3%	·	11%
O=c1oc2cc(O)c(Cl)cc2c2ccccc12	?	-1%	-3%	-2%	-9%	?	-3%	12%	-11%	13	3%
Cc1ccc(S(=O)(=O)N2CCCN(C(=O)CNC(=O)c3ccccc3)CC2)cc1	-9%	·	·	11%	·	·	·	-1%	-1%	-25	1%
COC(=O)N/C(C)=C1/NC(=O)c2ccccc2C(c2ccccc2)N1 (stereo not given)	1%	-5%	17%	-2%	3%[10 µM]	8%	-1%	1%	0%	-5	-4%
CCOCCCNC(=O)c1cn(C)c(=O)c2cc(OC)c(OC)cc12	-6%	2%	-2%	-3%	?	-5%	-27%	-1%	-2%	5	14%
CCNc1cccc2c1C(=O)N(C)C2=O	-1%	0%	-3%	6%	-19%	?	5%	-3%	7%	-7	7%
CCn1cc(C(=O)NCc2ccc3c(c2)OCO3)c2cc(OC)c(OC)cc2c1=O	1%	?	?	?	-22%	-9%	-11%	3%	2%	25	15%
Cn1cc(S(=O)(=O)N2CCC(Cc3ccccc3)CC2)c(=O)n(C)c1=O	0%	7%	6%	-16%	5%	7%	-2%	-1%	1%	23	8%
COc1ccc(Cl)cc1-c1nc(SCC(=O)NCCN2C(=O)CSC2=O)n[nH]1	0%	-13%	4%	-13%	-12%	2%	-12%	-1%	0%	0	1%
CCc1ccc(NC(=O)CNC(=O)[C@@H]2Cc3ccccc3CN2)cc1	6%	-6%	·	5%	1%	2%	·	-3%	0%	-38	6%
COc1cc(NC(=O)c2cccc(C)c2)c(Cl)cc1[N+](=O)[O-]	-1%	-10%	-12%	17%	2%	?	-18%	0%	-4%	15	-3%
CCOC(=O)CSC1=C(C#N)C(c2ccco2)C(C(=O)Nc2cccc(C(F)(F)F)c2)=C(C)N1 (stereo not given)	0%	7%	3%	?	19%	1%	23%	-1%	10%	5	-4%
CC(=O)Nc1ccc(N(C(=O)c2ccccn2)C(C(=O)NC2CCCCC2)c2ccc(F)cc2)cc1 (stereo not given)	1%	5%	-7%	1%	9%	-2%	-1%	1%	0%	5	1%
CCN(CC)c1ccc(Nc2nc(Cl)ncc2Br)cc1	19%	-11%	·	?	26%	-3%	?	-3%	-8%	21	0%
COc1ccc(CC(=O)OCC(=O)NC(=O)NC23CC4CC(CC(C4)C2)C3)cc1	2%	9%	-5%	-2%	5%	-8%	-3%	-1%	0%	-9	3%
Cc1ccc(NC(=O)C2CCCN2C(=O)c2cccs2)cc1C (stereo not given)	0%	·	·	16%	·	·	·	0%	-2%	-43	1%
COc1ccc(/C(C)=N/NC(=O)CNC(=O)COc2ccccc2)c(OC)c1	0%	5%	-10%[0.46 µM]	4%	-25%	-7%	-17%	1%	2%	1	-9%
CN(CC1CCOCC1)C(=O)CC1C(=O)NCCN1CC(c1ccccc1)c1ccccc1 (stereo not given)	-1%	1%	0%	0%	-10%	3%	·	2%	-1%	-3	1%
COc1ccc2nc(Nc3nc(C)c(C(C)=O)s3)sc2c1	-6%	-3%	-15%	?	-3%	24%	13%	2.8µM*	4.8µM*	-17	2.5µM*
CN(C(=S)Nc1ccc(SC(F)F)cc1)c1ccc(O)cc1	-1%	?	-5%	-12%	15%	13%	23%	14%	?	3	11%
O=C(O)CCCN1C(=O)/C(=C/c2ccc(-c3nc4ccccc4s3)o2)SC1=S	2%	3%[0.365 µM]	-2%	?	-33%	6%	15%	10%	-6%	-11	-1%
CCN1C(=NCC(C)C)N[C@@H](c2cccc(C(F)(F)F)c2)C(C(=O)OC)=C1C	-10%&-11%	0%&1%	12%&2%	8%	-18%&0%	7%&1%	-18%&-24%	1%&1%	0%&1%	18	-9%&-5%
Cc1cccnc1NC(=O)CCc1nnc2ccc(NCc3ccco3)nn12	-6%	4%	·	5%	0%	-1%	-4%	-3%	0%	8	4%
COc1ccc(C(=O)N(CC2CCCO2)C(C(=O)NC2CCCC2)c2ccc(C)cc2)cc1OC (stereo not given)	-2%	11%	-13%	0%	-32%	3%	-18%	-2%	2%	2	-3%
Cc1ccc(C(=O)CCC(=O)OCC(=O)N(C)c2c(N)n(Cc3ccccc3)c(=O)[nH]c2=O)cc1	-1%	·	·	-2%	·	·	·	-3%	?	0	-4%
O=C(COC(=O)c1ccc(F)cc1)Nc1ccccc1N1CCOCC1	10%	-2%	2%	-13%	-41%	-1%	-17%	-6%	0%	0	-1%
CC(=O)N(c1ccccc1)c1c(F)c(F)c(F)c(F)c1F	0%	·	-1%	?	8%[0.365 µM]	-2%	-3%	-5%	3%	-6	0%
O=C(c1cc(Br)ccc1O)N1CCN(S(=O)(=O)Cc2ccccc2)CC1	11%	·	·	?	·	·	·	-3%	-2%	-7	-2%

Some of the compounds tested, so the mix of outcomes need not match the whole.
